# Screening results: PubChem, several laboratories
# NOD2 inhibition – NOD2 signaling inhibitors, cell-based, luminescence, uHTS, HEK293 (AID 1566). HEK293 NOD2/NF-kB luciferase reporter, luminescence; higher % means a stronger effect. inhibition, % at 4 µM; hits with a dose series show EC50 in µM. hit rate 0.63% among 290,000; in the data active means inhibition above about 50%; further: many of its hits are not listed in these tables
# M17LAP inhibition – P. falciparum M17LAP inhibitors, primary screen, biochemical, fluorogenic H-Leu-NHMec substrate, 1536-well (AID 1619); hit rate 0.38% among 220,000; recombinant M17LAP, H-Leu-NHMec fluorogenic kinetic assay; higher % means a stronger effect; Leucine aminopeptidase (Plasmodium falciparum (isolate 3D7)); one-dose inhibition, % at 30 µM; IC50 in µM for titrated hits;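 active means compound inhibiting the enzyme by more than half at any dose during confirmatory dose-response retesting; inconclusive means strong single-dose inhibitors picked by rank but not retested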;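 further: plate controls were full reaction with DMSO carrier for no effect and no enzyme background for full effect; strong numbers were not always called active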
# Yfh1-depleted yeast – enhancers of respiration in Yfh1-depleted yeast, dose response, Friedreich's ataxia, plus single-dose screen (AID 1465) | S. cerevisiae Yfh1-off respiration, WST-1 reduction, 72 h; higher fold induction means a stronger effect | one-dose fold induction at 50 µM; EC50 in µM for titrated hits | hit rate 0.074% among 220,000;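 active means fold induction of absorbance versus untreated yeast above a set limit, then at least 30% activation at any dose in follow-up; inconclusive means repeats straddling the limit, or above it without dose testing; inactive means fold induction below the set limit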;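 further: activators that raise dye reduction in frataxin-depleted yeast; strong numbers were not always called active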
# Dynein transport – inhibitors of GR-EGFP nuclear translocation, primary screen, dynein cargo transport inhibitor project, imaging, high-content, 3617.4 mouse cells | test concentration mostly 20 µM; stimulated with dexamethasone, 1 µM; hits give low values | AID 1381, 2008 | hit rate 0.47% among 220,000 | z-score, hits read low;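 active means plate z-score of nuclear minus cytoplasmic receptor signal below a set negative limit, without overly bright fluorescence or cell loss, cut at about -3.5 in these data, passing the limit was not always enough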;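 further: z-score of nuclear minus cytoplasmic ring GR-EGFP intensity difference per well; some compounds called inactive have numbers as strong as hits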
#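 Buffer or medium: tet-free medium with charcoal-stripped serum / Also added: dexamethasone agonist, 1.0 µM final, for 30 min / Timing: induction 48 h, compound 1 h, agonist 30 min / Measured by: high-content fluorescence imaging after fixation / Read-out: nuclear-to-cytoplasmic GR-EGFP distribution per well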
# Autophagy HCS – autophagy modulators in MEF cells, primary screen, imaging, high-content, MEF GFP-LC3; MEF GFP-LC3 puncta imaging; test concentration mostly 10 µM; calls only at 10 µM (by protocol); hit rate 0.98% among 190,000; AID 463193, 2010;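 active means percentage of spot-positive cells more than 3 SD above its plate mean, without a fluorescence outlier flag or 80% toxicity; inconclusive means no clear call, values can overlap the other calls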;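 further: spot-positive cell cutoff set from DMSO-treated cells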
# bCat nuc transl – modulators of beta-catenin nuclear translocation, primary screen, imaging, HeLa cells, immunofluorescence, high-content; nuclear translocation activity, % at 5 µM; hit rate 0.3% among 190,000; AID 1665, 2009;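 active means nuclear translocation activity above 50% at 5 µM, with a well cell count of 50 or more; inconclusive means wells under 50 cells across six images, flagged as toxic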;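 further: per-cell ratio of nuclear to cytoplasmic median beta-catenin stain intensity; plate controls were DMSO negative control for no effect and GSK-3 inhibitor IX positive control for full effect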
#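 Test system: human HeLa cells, endogenous beta-catenin. Times: 24 h compound exposure, 37°C. Measured by: beta-catenin immunofluorescence imaging with DAPI.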
# Insulin prom up – insulin promoter activators in MIN6 cells, imaging, high-content screening, mouse beta cells; z-score at 5 µM; AID 1625, 2009; hit rate 0.3% among 190,000; MIN6 insulin promoter-GFP reporter; hits give high values;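 active means z-score above 3 at 5 µM with at least 500 cells counted in the well; inconclusive means wells under 500 cells, flagged as cytotoxic or low count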
# MT stabilize HCS – microtubule stabilizers in HeLa cells, primary screen, imaging, high-content imaging; HeLa tubulin immunostaining HCS, 24 h; share of cells brighter than vehicle mean+2SD; % tubulin-high responders, % at 10 µM; hit rate 0.83% among 200,000;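 active means plate Z-score above 3 for both tubulin-high and condensed-nucleus cell shares, with cell loss under 80%, at 10 µM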;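 further: anti alpha tubulin signal scored within the nucleus-defined area of each cell; some results filed as inactive read as strong as hits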
# NOD1 NF-kB reporter – NOD1 signaling inhibitors, primary screen, cell-based, luminescence, uHTS (AID 1578) | inhibition, % at 4 µM, or EC50 in µM where a hit was titrated | NOD1-driven NF-kB luciferase reporter cells, luminescence; higher % means a stronger effect | hit rate 1% among 290,000; in the data active means inhibition mostly above about 36%, no sharp cut-off; inactive means mostly below about 34%;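 further: HEK-293T reporter cells stimulated with the NOD1 agonist gamma-tri-DAP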
# Dynein transport cytoplasmic EGFP – also measured in Dynein transport; calls as there; z-score; measured here: cytoplasmic GR-EGFP intensity; hits give high values
# Dynein transport nuclear GR-EGFP – also measured in Dynein transport; calls as there; z-score; measured here: nuclear GR-EGFP intensity;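 lower value marks the stronger effect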
# Dynein transport cell count – second read-out of Dynein transport, no call of its own (marks repeat the call); z-score; measured here: cell count per field
# Insulin prom up cell count – further read-out of Insulin prom up, marked with its call; cell count; measured here: cytotoxicity, nuclei count;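 total cells summed across four imaged fields per well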
# bCat nuc transl cell count 5 µM – also measured in bCat nuc transl; calls as there; cell count; measured here: cell count, cytotoxicity flag
# MT stabilize HCS Hoechst-high % – recorded beside MT stabilize HCS, whose call it bears; % Hoechst-high responders; measured here: nuclear condensation Hoechst responders;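 share of cells brighter than vehicle mean plus two SD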
# MT stabilize HCS cytotoxicity % – second read-out of MT stabilize HCS, no call of its own (marks repeat the call); toxicity, %; measured here: cytotoxicity by cell density;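 0% = mean cell density of plate MIN control wells and 100% = no cells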
# Autophagy HCS cell loss 18 h – further read-out of Autophagy HCS, marked with its call; toxicity, %; measured here: cell loss, nuclei count;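 cell loss after 18 h compound exposure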
# Starred values were filed as active, the others as inactive; i = inactive; u = inconclusive; x = no result given. Some of the compounds tested. The share of hits here may be higher or lower than overall.
mol	NOD2 inhibition	M17LAP inhibition	Yfh1-depleted yeast	Dynein transport	Dynein transport cytoplasmic EGFP	Dynein transport nuclear GR-EGFP	Dynein transport cell count	Autophagy HCS	Autophagy HCS cell loss 18 h	bCat nuc transl	bCat nuc transl cell count 5 µM	Insulin prom up	Insulin prom up cell count	MT stabilize HCS	MT stabilize HCS Hoechst-high %	MT stabilize HCS cytotoxicity %	NOD1 NF-kB reporter
CN(C)c1ccc(/C=C/C=C/c2sc3ccccc3[n+]2C)cc1	3%	3%	i	-0.28	-0.25	-0.54	0.084	x	x	1.8	1246	u	x	x	x	x	-6%
O=C(NC(C(Cl)Cl)N1CCOCC1)c1ccccc1 (centres undefined)	0%	7%	i	0.059	-0.28	0.014	0.22	i	11	x	x	0.3	1197	1.5	1.5	2.8	11%
O=[N+]([O-])c1ccc(N2CCCCC2)c2ncccc12	24%	5%	i	-0.89	-0.27	-0.082	0.48	i	-7	-1.3	964	-0.25	1368	2.5	2.5	3.3	11%
O=c1[nH]c(=S)n(CCC2=CCCCC2)c(O)c1/C=N/Nc1ccccc1	-59%	-10%	i	1.2	0.3	1.5	-3.2	x	x	0.5	1353	-0.46	1006	x	x	x	-1%
CN1CCC(C)(O)C2CCCCC21 (centres undefined)	16%	11%	i	-0.17	-0.11	-0.44	-0.25	i	-14	-2.2	1077	0.67	1178	4.5	1.8	1.5	-22%
C=CCn1c(O)c(C(CC)=NC2CC2)c(=O)[nH]c1=O	13%	-2%	i	-0.63	-0.16	0.36	1.4	i	11	-3.3	1351	-0.24	1433	1.7	2.4	4.9	-8%
C=CCn1c(O)c(C(C)=NCCO)c(=O)[nH]c1=O	16%	9%	i	-0.94	-0.19	-0.57	-0.14	i	-36	-2.1	1385	0.17	1446	3.3	2.1	4.6	-9%
C=CCC1(CN2CCCC2=O)C(=O)NC(=O)NC1=O	19%	4%	i	0.25	0.88	-0.56	0.69	i	-4	-1.1	1357	0.37	1599	3.0	1.4	3.0	-17%
O=C1NC(=O)C(=Cc2ccc(Oc3ccc([N+](=O)[O-])cc3)cc2)C(=O)N1	-21%	8%	i	0.31	-0.29	0.11	-0.75	i	-7	0.2	1454	1	1330	2.3	2.3	2.9	-17%
C(=N\NC1=NCCCCC1)/c1c[nH]c2ccccc12	-50%	-7%	i	0.99	-0.74	0.75	-0.26	x	x	-0.9	1301	0.64	896	x	x	x	3%

# Continued; it opens with the two that closed the last part.
mol	NOD2 inhibition	M17LAP inhibition	Yfh1-depleted yeast	Dynein transport	Dynein transport cytoplasmic EGFP	Dynein transport nuclear GR-EGFP	Dynein transport cell count	Autophagy HCS	Autophagy HCS cell loss 18 h	bCat nuc transl	bCat nuc transl cell count 5 µM	Insulin prom up	Insulin prom up cell count	MT stabilize HCS	MT stabilize HCS Hoechst-high %	MT stabilize HCS cytotoxicity %	NOD1 NF-kB reporter
O=C1NC(=O)C(=Cc2ccc(Oc3ccc([N+](=O)[O-])cc3)cc2)C(=O)N1	-21%	8%	i	0.31	-0.29	0.11	-0.75	i	-7	0.2	1454	1	1330	2.3	2.3	2.9	-17%
C(=N\NC1=NCCCCC1)/c1c[nH]c2ccccc12	-50%	-7%	i	0.99	-0.74	0.75	-0.26	x	x	-0.9	1301	0.64	896	x	x	x	3%
CCC(C)n1c(O)c(/C=N/NC(=O)c2ccncc2)c(=O)[nH]c1=S (centres undefined)	7%	33%	i	-0.081	-0.25	0.037	0.23	i	5	0.6	1017	0.11	1335	3.8	2.0	1.2	-16%
C=CCc1cc(C=C2C(=O)NC(=O)NC2=O)cc(OC)c1OCc1ccc(C(=O)O)cc1	18%	76%	i	-0.31	-0.3	-0.33	0.8	i	-2	-1.0	1089	-0.37	1193	2.0	1.8	13	-29%
O=C1NC(=O)C2(Cc3ccccc3N3CCCC32)C(=O)N1Cc1ccccc1 (centres undefined)	6%	19%	i	0.018	-0.21	0.25	0.28	i	-5	-6.5	1002	0.2	1297	2.2	2.9	4.2	3%
Cc1cc(S(N)(=O)=O)ccc1N=Cc1c(O)n(-c2ccccc2)c(=O)[nH]c1=O	-8%	3%	i	0.034	-0.23	-0.26	-0.19	i	4	-0.2	1533	-0.11	1531	5.3	1.7	5.3	-14%
CCOC(=O)C1(c2ccccc2)CCN(Cc2cccc(C(=O)O)c2)CC1	6%	9%	i	0.15	-0.2	0.24	0.11	i	5	-0.7	849	0.44	1263	2.2	1.3	7.1	11%
Cn1cccc1CNCCc1ccc(F)cc1	6%	10%	i	0.13	-0.25	0.048	1.1	i	-3	1.1	1156	x	x	3.9	3.0	6.6	-36%
CSc1ncc(/C=C2/C(=O)NC(=O)N(c3ccc(C(C)C)cc3)C2=O)cn1	10%	24%	i	0.084	-0.2	0.15	-0.15	i	-6	-2.9	588	0.71	1280	2.3	2.4	7.9	-12%
CCN1CCN(c2nc([N+](=O)[O-])nn2C)CC1	-4%	4%	i	1.2	-0.21	0.43	-0.51	x	x	0.0	1370	0.83	1132	x	x	x	-7%
O=C1CC(=O)N(c2cccc(Cl)c2)C(=O)N1	15%	19%	i	-0.61	-0.16	-0.43	0.28	i	3	-5.2	1177	-0.19	1274	1.2	1.3	8.6	7%
CCCCn1c(O)c(C(CC)=NC(C)c2ccccc2)c(=O)[nH]c1=O (centres undefined)	24%	3%	i	-0.99	-0.24	-0.6	0.44	i	7	x	x	x	x	47*	20*	41*	26%
Cc1c(P(=S)(c2ccccc2)c2ccccc2)[n+]2ccccc2n1C	10%	-7%	i	0.48	-0.26	0.44	-0.15	i	-3	1.0	1084	-0.61	1180	3.2	4.0	7.3	-19%
CCN1C(=O)NC(=O)/C(=C/c2cc(C)n(-c3sc(C)c(C)c3C#N)c2C)C1=O	5%	26%	i	0.3	-0.23	0.16	-0.019	i	20	-1.2	546	0.45	1352	2.8	1.6	0.1	35%
O=P1(NCCCn2cc[n+](Cc3nc4ccccc4[nH]3)c2)C=C(c2ccccc2)OC(c2ccccc2)=C1	-6%	18%	i	-0.64	-0.81	-0.55	0.37	x	x	0.3	1213	-0.39	1093	x	x	x	-5%
COCCCn1c(N)c(C(=O)OCCOC)c2nc3ccccc3nc21	0%	-294%	i	-1.1	-0.15	-0.32	1.2	i	4	1.7	917	0.36	908	3.6	1.4	8.3	-2%
CCOC(=O)C(O)(c1ccc(NC(=S)NC(=O)c2ccc(Cl)cc2Cl)c(C)c1)C(F)(F)F (centres undefined)	20%	4%	i	-0.48	-0.21	-0.25	0.75	i	13	-0.6	494	-0.33	1128	3.0	2.1	2.8	14%
COc1ccc(/C=C/C(=O)c2c(O)n(CCC3=CCCCC3)c(=O)[nH]c2=O)cc1OC	-79%	-6%	i	-0.27	0.33	0.58	-2.8	x	x	-0.8	1320	-0.32	946	x	x	x	14%
CC(C)CCCn1c(O)c(/C=C2/C=CC=N2)c(=O)[nH]c1=O	10%	3%	i	-0.5	-0.26	-0.091	0.035	i	10	16	357	0.76	1223	31*	37*	23*	0%
O=C(N/N=C/c1c(O)n(-c2cccc3ccccc23)c(=O)[nH]c1=O)c1ccncc1	15%	x	x	-0.14	-0.22	0.47	-0.51	x	x	1.0	1214	-0.76	1013	x	x	x	-6%
CCCCCc1cc(O)c2c3c(c(=O)oc2c1)CN(C)CC3	29%	16%	i	0.23	-0.2	0.42	0.23	i	9	1.0	1552	-0.39	1058	2.2	1.9	0.9	2%
CN(C(=O)CN1CC=C(c2ccccc2)CC1)c1c(N)n(Cc2ccccc2)c(=O)[nH]c1=O	-15%	12%	i	-0.71	-0.28	-0.21	-0.14	i	-11	-3.7	1073	0.18	1601	1.7	1.9	8.9	-27%
O=C(COC(=O)c1ccc(O)cc1)Nc1ccc(Cl)cc1C(=O)c1ccccc1	12%	-3%	i	1.5	-0.036	0.8	-1.3	i	-6	-1.5	1100	-0.15	1410	2.4	1.4	4.7	-9%
CCOC(=O)CCN=Cc1c(O)n(-c2ccc(Br)cc2)c(=O)[nH]c1=O	-4%	14%	i	-0.049	-0.2	-0.0072	0.61	i	-3	0.0	1161	-0.01	1011	1.8	1.4	3.3	-27%
CCCCC(=O)N/N=C/c1c(O)n(CCc2ccc(OC)c(OC)c2)c(=O)[nH]c1=O	4%	12%	i	0.22	-0.22	0.11	-0.2	i	-3	-0.9	1021	-0.01	1265	1.7	2.2	11	-10%
COc1ccc(CCNC(=O)c2c(N)n(CCN3CCOCC3)c3nc4ccccc4nc23)cc1	-4%	-7%	i	0.11	-0.1	0.31	-0.47	i	6	x	x	-0.92	1203	5.5	2.6	6.4	x
COCCOC(=O)c1c(N)n(Cc2ccccc2)c2nc3ccccc3nc12	-7%	-16%	i	0.69	-0.059	0.55	0.28	i	17	1.2	931	0.04	847	2.0	1.7	4.9	-9%
CN(C)CCOC(=O)c1cn(Cc2ccccc2)c2ccccc12	-11%	-6%	i	-0.42	-0.044	-0.12	0.02	i	8	2.2	1299	-0.05	1461	8.0	6.5	1.8	-12%
CCOc1ccc(-n2c(O)c(C=Nc3ccc(N(CC)CC)cc3)c(=O)[nH]c2=O)cc1	0%	-1%	i	1.9	0.54	1.7	-0.51	i	-3	-4.2	1216	x	x	2.3	4.6	7.1	-10%
